# Yeast eIF2B: modulators of yeast eIF2B activity; S. cerevisiae eIF2B-epsilon R284H, GCN4-lacZ luminescence; inhibition, % at 25 µM (by protocol); 27,000 compounds, 0.91% hits;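 active = mutant luminescence inhibited past about 50% while wild type luminescence and mutant growth stay under set limits, limit read from the data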; note: some compounds called inactive have numbers as strong as hits
#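 Material: yeast eIF2B-epsilon R284H mutant carrying GCN4–beta-galactosidase fusion. Medium: YPD yeast growth medium. Incubation: 16 h growth with compound at 30 °C, 90 min Beta-Glo step. Signal: Beta-Glo luminescence plus absorbance at 595 nm. Evaluation: % inhibition of reporter signal and growth versus controls. Doses: 25 µM single dose.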
# Yeast growth tox: Inhibitors of S. cerevisiae growth, toxicity; AID 685; 30,000 compounds, 0.3% hits; S. cerevisiae wild-type growth, A595 turbidity, 16 h; growth inhibition, % at 25 µM (by protocol);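 active = mutant and wild-type yeast strains alike exhibit over 30% growth inhibition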;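 note: 0% = untreated cell controls and 100% = YPD media blanks without cells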
#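 Test system: Wild-type and eIF2Bepsilon-R284H mutant S. cerevisiae, screened separately | Dosing: Single 25 µM compound dose in 0.2% DMSO | Schedule: 16 h compound exposure during growth at 30 °C | Detection: A595 turbidity | Evaluation: Growth inhibition (%) versus cell controls and blanks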
# Yeast growth tox inhibition %: second read-out of Yeast growth tox, no call of its own (marks repeat the call); growth inhibition, %; S. cerevisiae eIF2Bepsilon-R284H mutant growth, A595 turbidity, 16 h;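 each compound tested once at 25 µM; 0% equals untreated cells and 100% equals cell-free medium blanks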
# Yeast eIF2B mutant toxicity: also measured in Yeast eIF2B; calls as there; growth inhibition, %; measured here: mutant yeast growth, toxicity;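 each compound tested once at 25 µM; zero equals untreated control growth and 100 equals blank medium absorbance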
# An asterisk follows results filed as active; · = not tested or not shown. This is a subset; the hit share may differ from the screen's.
SMILES,Yeast eIF2B,Yeast eIF2B mutant toxicity,Yeast growth tox,Yeast growth tox inhibition %
Cc1oc(-c2cccs2)[n+]([O-])c1C,14,23,-21,23
Cc1ccc(S(=O)(=O)NC2=NCN(CCOC(=O)c3ccccc3)CN2)cc1,·,·,5,5
CCc1cc(C(=O)OC)c(NC(=O)CC2NCCNC2=O)s1 (stereo unspecified),-28,-7,15,-7
O=C(COc1ccc(Cl)cc1)Nc1ccc(Cl)cn1,25,12,1,12
CN(C)CC(C)(C)NS(=O)(=O)c1ccc(Cl)cc1,-14,·,15,0
COc1ccc2nc(NC(=O)c3cc(S(=O)(=O)N4CCOCC4)ccc3C)sc2c1,·,·,13,17
CC1(C)CC(=O)C(C=NCCc2ccccn2)=C(O)C1,18,14,23,14
CC(=O)Nc1ccc(S(=O)(=O)N2CCN(c3ccccn3)CC2)cc1,·,·,17,17
CC1=CCP(=O)(c2ccccc2)C1 (stereo unspecified),25,8,15,8
CC(NC(=O)CN(C)Cc1nc2ccccc2c(=O)[nH]1)c1ccccc1 (stereo unspecified),17,4,17,4
C=CCNc1nc(-c2ccc(Cl)cc2)cs1,16,5,38,5
CC1=C(C(=O)Nc2cccnc2)C(c2ccc3c(c2)OCO3)C2=C(CCCC2=O)N1 (stereo unspecified),35,22,14,22
O=C(OCn1nnc2ccccc2c1=O)C1COc2ccccc2O1 (stereo unspecified),20,-23,13,-23
O=C(/C=C/c1ccc(Br)o1)OCc1ccccc1,26,8,-16,8
COc1ccc(C2N=C(N)N=C(N)N2c2ccccc2)cc1OC (stereo unspecified),-6,-25,0,-25
COc1ccc(CCNC(=O)NC23CC4CC(CC(C4)C2)C3)cc1OC,·,·,9,5
CCC(=O)Nc1ccc(-c2nn3c(C)nnc3s2)cc1,2,-9,-12,-9
Cc1ccc(S(=O)(=O)NCCn2c(C)cc3ccccc32)cc1,·,·,-3,0
Cc1ccc2[nH]c3c(c2c1)CN(C(=O)CN(C)CC1OCCO1)CC3,3,·,6,0
COC(=O)c1ccc(NC(=O)Nc2ccc(C)cc2)cc1,13,8,20,8
CC(C)(C)c1ccc(C(=O)Nc2ccc(N3CCOCC3)cc2)cc1,·,·,8,13
O=C(O)c1ccc(COc2ccc(CO)cc2Cl)cc1,2,-12,-6,-12
COC(=O)C(NC(C)=O)(Nc1nc2c(s1)CCCC2)C(F)(F)F (stereo unspecified),16,14,2,14
CC(Sc1nc(NCc2ccccc2)nc(N2CCOCC2)n1)C(=O)Nc1ccccc1 (stereo unspecified),24,-21,-20,-21
C=CCOC(=O)C1=C(C)NC(SCC(=O)OCC)=C(C#N)C1c1ccc(C)cc1 (stereo unspecified),11,-19,-17,-19

# Entries shown so far containing an NH in an aromatic ring, in the order listed:
SMILES,Yeast eIF2B,Yeast eIF2B mutant toxicity,Yeast growth tox,Yeast growth tox inhibition %
CC(NC(=O)CN(C)Cc1nc2ccccc2c(=O)[nH]1)c1ccccc1 (stereo unspecified),17,4,17,4
Cc1ccc2[nH]c3c(c2c1)CN(C(=O)CN(C)CC1OCCO1)CC3,3,·,6,0

# Back to the main list, starting five compounds before the break.
SMILES,Yeast eIF2B,Yeast eIF2B mutant toxicity,Yeast growth tox,Yeast growth tox inhibition %
CC(C)(C)c1ccc(C(=O)Nc2ccc(N3CCOCC3)cc2)cc1,·,·,8,13
O=C(O)c1ccc(COc2ccc(CO)cc2Cl)cc1,2,-12,-6,-12
COC(=O)C(NC(C)=O)(Nc1nc2c(s1)CCCC2)C(F)(F)F (stereo unspecified),16,14,2,14
CC(Sc1nc(NCc2ccccc2)nc(N2CCOCC2)n1)C(=O)Nc1ccccc1 (stereo unspecified),24,-21,-20,-21
C=CCOC(=O)C1=C(C)NC(SCC(=O)OCC)=C(C#N)C1c1ccc(C)cc1 (stereo unspecified),11,-19,-17,-19
Cc1cc(C(=O)COC(=O)C2=NNC(=O)CC2)c(C)n1-c1ccc(OC(F)F)cc1,·,·,-4,20
COc1cc2[nH]c(=O)n(CCCC(=O)N3CC=C(c4ccccc4)CC3)c(=O)c2cc1OC,22,8,-4,8
COc1ccc(C(=O)Nn2c(C)ccc2C)cc1OC,18,-7,0,-7
COc1ccc(-c2noc(CCC(=O)Nc3cccnc3)n2)cc1OC,·,·,3,-4
O=C1Nc2ccccc2C(O)(C(=O)NCc2ccco2)N1c1ccc(Cl)c(Cl)c1 (stereo unspecified),26,4,21,4
CCOc1ccc(CN2C(=O)c3ccccc3C2C(=O)NCc2cccnc2)cc1 (stereo unspecified),20,-10,3,-10
CCCc1c(C)c2ccccc2[nH]c1=O,16,39,5,39
CC(C)NC(=O)c1sc2nc(-c3cccs3)cc(-c3cccs3)c2c1N,·,·,6,3
CCCN(CCO)CCCc1ccccc1,23,8,3,8
COc1ccc(-c2nn(-c3ccccc3)cc2CO)cc1,·,·,18,11
CCC(=O)Nc1ccc(S(=O)(=O)Nc2cccc(C)c2)cc1OC,-31,·,·,·
O=C(c1ccccc1)N1CCN(CC#CC2(O)CCCCC2)CC1,14,-21,5,-21
O=c1c([N+](=O)[O-])c(N2CCCCC2)c2ccccc2n1-c1ccccc1,13,·,-19,0
COc1ccc(C2CC(c3c(O)cc(C)oc3=O)=NCCS2)c(OC)c1 (stereo unspecified),29,-5,22,-5
COC(=O)c1c(NC(=O)Cc2cccs2)sc(C(=O)NC2CCCCC2)c1C,-25,·,·,·
CCOC(=O)c1c(NC(=O)CSc2nnc(-c3cccnc3)o2)sc2c1CCC2,·,·,-17,0
CC(=O)NC(CC(=O)Nc1cccc(S(=O)(=O)N2CCCCC2)c1)c1ccccc1 (stereo unspecified),·,·,-3,13
COc1cc(-n2c(=O)c3ccccc3n(Cc3ccccc3)c2=O)cc(OC)c1OC,·,·,3,3
c1ccc(-c2nnc(-c3ccco3)o2)cc1,24,28,9,28
Cc1ccc(-n2nnnc2SCC(=O)Nc2c(C)n(C)n(-c3ccccc3)c2=O)cc1,8,·,·,·
CCOc1ccc(C(C)=O)cc1CC(C(N)=O)C(N)=O,·,·,1,13
COc1ccccc1NC(=O)CSc1nnc(C)n1CC1CCCO1 (stereo unspecified),16,·,·,·
CC(C)CN1C(=O)c2ccc(C(=O)NCc3ccc4c(c3)OCO4)cc2C1=O,·,·,4,-5
CCOc1ccc(NC(=O)C2CCN(C(=O)NC3CCCCC3)CC2)cc1,27,-16,-15,-16
CCc1cccc(CC)c1NC(=O)c1cccc(N)c1,14,-15,-3,-15

# (continued)
SMILES,Yeast eIF2B,Yeast eIF2B mutant toxicity,Yeast growth tox,Yeast growth tox inhibition %
COc1ccc(-c2cc(C(F)(F)F)nc(N3CCCCC3)n2)cc1OC,7,-5,-18,-5
CC(=O)c1c(C)[nH]c(C(=O)Nc2cccnc2)c1C,28,-12,-3,-12
C=CC(=O)Nc1ccc(Br)cc1,·,·,3,18
CCc1c(C)c2ccc(OCC(=O)N(C)C)c(C)c2oc1=O,·,·,-2,13
CC1CN=C(NC2CCCCC2C)S1 (stereo unspecified),16,-32,0,-32
C/C(Cn1cnc([N+](=O)[O-])n1)=N\NC(=O)c1cccc(F)c1,-2,11,-7,11
CS(=O)(=O)N(CCc1ccccc1)CC(=O)NCc1ccco1,9,4,20,4
CCOC(=O)CN1C(=N)N(c2nc(NC(C)C)nc(NC(C)C)n2)CC1=O,6,·,-4,0
N=c1c(S(=O)(=O)c2ccccc2)cc2c(=O)n3ccccc3nc2n1CCN1CCOCC1,25,-4,1,-4
COCC(=O)NC1CCN(S(=O)(=O)c2ccc(C(=O)O)cc2)CC1,9,11,15,11
Cc1cccc(NC(=O)CSc2nnc(-c3ccccc3)n2N)c1C,16,4,18,4
CCCS(=O)(=O)Nc1cc(C(F)(F)F)ccc1OCCOC,23,7,13,7
CC1CN(c2ccc(Oc3ccccc3)cc2)c2nc3c(c(=O)[nH]c(=O)n3C)n2C1 (stereo unspecified),14,·,5,0
CC(=O)C1=C(O)C(=O)N(Cc2cccnc2)C1c1ccccc1Cl (stereo unspecified),24,20,22,20
O=C1COc2ccc(C(=O)c3ccccc3C(=O)NCc3ccco3)cc2N1,·,·,18,24
CCCCn1c(Cc2ccccc2)nnc1SCC(=O)Nc1cc(C)on1,4,7,-21,7
CC(=O)NCCCc1c[nH]c2ccc(Cl)cc12,36,-17,-1,-17
O=C(NC1(C(=O)NC2CCCC2)CCCCC1)c1ccc2c(c1)OCO2,·,·,18,0
FC(F)(F)c1cccc(-n2cccc2/C=N/n2cnnc2)c1,15,-3,5,-3
CC(C)CC(c1nnnn1C1CCCCC1)N1CCN(c2ncccn2)CC1 (stereo unspecified),21,-8,2,-8
O=S(=O)(c1cccc2nsnc12)N1CCN(C/C=C\c2ccccc2)CC1,-9,-2,7,-2
O=C1C(C=Nc2ccccc2)=C(O)c2ccccc21,40,22,22,22
CCC(=O)N(Cc1ccc2c(c1)OCO2)Cc1cc2cc(OC)ccc2[nH]c1=O,13,-18,23,-18
COc1ccc(C2C(C(=O)O)CC(=O)N2c2ccc(OC)cc2)cc1 (stereo unspecified),25,-32,-8,-32
COCC(=O)N1CCC(n2nnc3cc(F)ccc32)CC1,9,21,21,21

# Remaining list, next part
SMILES,Yeast eIF2B,Yeast eIF2B mutant toxicity,Yeast growth tox,Yeast growth tox inhibition %
CCC(C(=O)O)n1nnc(-c2ccc(-c3ccc(OC)cc3)cc2)n1 (stereo unspecified),25,19,6,19
CCOc1cccc(C(=O)Nc2nc(-c3ccc(S(=O)(=O)N4CCOCC4)cc3)cs2)c1,18,·,·,·
COc1ccc(CNC(=O)C(C)NC(=O)c2cc3ccccc3o2)cc1 (stereo unspecified),6,·,·,·
NC1=NC2(CCN(Cc3ccccc3)CC2)n2c(nc3ccccc32)N1,19,4,24,4
CS(=O)(=O)N(CC(=O)Nc1ccc2c(c1)OCCO2)Cc1ccc(Cl)cc1,-5,4,12,4
CCOc1ccc(S(=O)(=O)N2CCCCC2)c2ccccc12,10,4,-22,4
N/C(Cc1ccc([N+](=O)[O-])cc1)=N\OC(=O)c1ccc([N+](=O)[O-])cc1,16,18,5,18
Cc1nc(C)c(C(=O)Nc2nc3c(C)cccc3s2)o1,19,2,-8,2
Cc1ccc(CSCC(=O)Nc2ccc3c(c2)OCO3)cc1,·,·,13,21
COc1ccc(CN2c3cc(S(=O)(=O)N4CCOCC4)ccc3N3CCCC32)cc1 (stereo unspecified),·,·,1,7
CCCSC1=C(C#N)C(c2ccccc2C)C(C(=O)OC)C(=O)N1 (stereo unspecified),-23,12,13,12
CCCn1nnc(NC(=O)c2ccc(Br)o2)n1,22,3,5,3
Cn1c(=O)n(-c2ccc(Cl)cc2)c(=O)c2c3c(sc21)COC(C)(C)C3,10,-19,5,-19
COc1ccc(OC)c(-c2csc3nnc(SCC(=O)Nc4ccc(NC(C)=O)cc4)n23)c1,·,·,24,-17
CCN(CC)c1cnn(C/C(=N\OC)c2ccc(Cl)cc2)c(=O)c1Br,19,·,7,0
COc1ccccc1CNC(=O)CCCNS(=O)(=O)c1cccc2nsnc12,23,7,28,7
CC(=O)c1ccc(NC(=O)CSc2nccn2CCc2ccccc2)cc1,20,21,-8,21
O=C(C1CC(c2ccccc2O)=NO1)N1CCc2ccccc2C1 (stereo unspecified),18,9,6,9
Cn1nnc2c(N3CCCCC3)nccc21,-18,17,-11,17
CC(C)Cn1nc(NC(=O)C(C)(C)C)c2cc3ccccc3nc21,29,-14,9,-14
CC(=O)CSc1nc2ccccc2o1,-23,11,6,11
Cc1[nH]n(-c2ccc([N+](=O)[O-])cc2)c(=O)c1C=NCCN1CCN(C(=O)c2cccc(F)c2)CC1,54,13,25,13
O=c1c2ccccc2nc2c3ccccc3ncn12,25,-4,2,-4
NC(=O)C1CCN(C(=O)COc2ccc3ccccc3c2)CC1,28,15,13,15
Cc1nc(NC(=O)CN2CCOCC2)sc1-c1ccccc1,6,·,13,0
CCc1[nH]nc2c1C1(C(=O)N(Cc3ccccc3)c3ccccc31)C(C#N)=C(N)O2 (stereo unspecified),-3,·,8,0
O=C(NC1CCCCC1)C(c1ccccc1)N1CCOCC1 (stereo unspecified),3,19,9,19
OC(C#CCN1CCOCC1)(c1ccccc1)C1CCCCC1 (stereo unspecified),·,·,34,8

# An excerpt of these results, as labelled records:
molecule: CCCN(CCO)CCCc1ccccc1
  Yeast eIF2B = 23	Yeast eIF2B mutant toxicity = 8	Yeast growth tox = 3	Yeast growth tox inhibition % = 8

molecule: COc1ccc(-c2nn(-c3ccccc3)cc2CO)cc1
  Yeast eIF2B = ·	Yeast eIF2B mutant toxicity = ·	Yeast growth tox = 18	Yeast growth tox inhibition % = 11

molecule: CCC(=O)Nc1ccc(S(=O)(=O)Nc2cccc(C)c2)cc1OC
  Yeast eIF2B = -31	Yeast eIF2B mutant toxicity = ·	Yeast growth tox = ·	Yeast growth tox inhibition % = ·

molecule: O=C(c1ccccc1)N1CCN(CC#CC2(O)CCCCC2)CC1
  Yeast eIF2B = 14	Yeast eIF2B mutant toxicity = -21	Yeast growth tox = 5	Yeast growth tox inhibition % = -21
